HSF1 activator: increases HSF-1 driven luciferase reporter signal. NIH3T3-HGL HSF-1 luciferase reporter, MG132, 8 h; 100% = twice DMSO control signal. activation, % at 9 µM. AID 504408. actives 1.7% (n = 300,000);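 active means mean replicate activation of at least 50% with a set share of replicates each reaching 50%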;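 further: 0% = median of the neutral control wells and 100% = twice that signal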
HSP90 inh: HSP90 refolding inhibition in rabbit reticulocyte lysate. inhibition, % at 5.6 µM. luciferase refolding luminescence, 3 h. AID 1789. actives 0.91% (n = 290,000);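 active means inhibition above the screen-wide mean plus 3 SD, computed separately per campaign, cut at about 16% in these data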;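 further: 0% = DMSO wells and 100% = 60 µM geldanamycin wells; inhibitors lower the luminescence because luciferase stays unfolded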
PolyA inhibitor: blocks polyadenylation in yeast reporter cells | actives 0.02% (n = 300,000) | calls only at 12 µM | S. cerevisiae SKY197-pL101 polyadenylation reporter, beta-gal luminescence; efflux-impaired pdr1/pdr3 knockout yeast; score 100 = 6 SD above DMSO | AID 1875;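 active means lowest replicate activity score at least 50, where 100 means six control SD above control mean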;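 further: yeast exposed to compound for 9 h at 30 °C; higher score means more reporter readthrough which indicates perturbed polyadenylation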
HSF1 inhib: HSF1 inhibition | NIH3T3-HGL HSE-luciferase, MG132-induced, luminescence 8 h; active compounds read low | activity change, negative = inhibition, % at 7.5 µM (by protocol) | actives 0.77% (n = 300,000) | AID 2098;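 active means more than half of replicate wells show activity change below -50%, luminescence cut by over half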;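 further: luciferase reports HSF-1 transcriptional activity via heat shock element; 0% = median of DMSO wells and -100% = zero luminescence signal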
AI-2 QS mod: Vibrio harveyi AI-2 quorum sensing modulation | Vibrio harveyi JMH597 AI-2 luminescence/OD600 ratio, 9 h; active compounds read low; strain lacks LuxN and CqsS sensors; 0 = neutral-control median | activity change, % at 7.5 µM | actives 0.4% (n = 300,000) | AID 2094; in the data active means activity change below about -75%, passing the limit was not always enough;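 further: luminescence divided by OD600 gain over 9 h not by final OD600 alone; inactives centre near 13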
KLF5 inhibitor: suppresses KLF5 promoter-driven expression | inhibition, % at 5 µM | AID 1700 | DLD-1 KLF5 promoter-luciferase reporter, luminescence | actives 0.23% (n = 290,000);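 active means inhibition above a per-plate limit of that plate's mean compound inhibition plus 3 SD, cut at about 60% in these data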;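 further: 0% = DMSO wells and 100% = LY294002 at 200 µM; higher means less KLF5 promoter-driven luciferase light; inactives centre near -14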
GSK3 alpha inh: inhibitors of human GSK-3 alpha kinase. P49840. ADP-Glo luminescence, 60 min. inhibition, % at 10 µM. actives 0.1% (n = 320,000). AID 2650;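 in the data active means inhibition above about 50%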;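 further: GST-tagged GSK-3 alpha with peptide substrate and 25 µM ATP; 0% = DMSO neutral wells and 100% = GW8510 positive control wells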
Target sequence (P49840 whole entry, looked up): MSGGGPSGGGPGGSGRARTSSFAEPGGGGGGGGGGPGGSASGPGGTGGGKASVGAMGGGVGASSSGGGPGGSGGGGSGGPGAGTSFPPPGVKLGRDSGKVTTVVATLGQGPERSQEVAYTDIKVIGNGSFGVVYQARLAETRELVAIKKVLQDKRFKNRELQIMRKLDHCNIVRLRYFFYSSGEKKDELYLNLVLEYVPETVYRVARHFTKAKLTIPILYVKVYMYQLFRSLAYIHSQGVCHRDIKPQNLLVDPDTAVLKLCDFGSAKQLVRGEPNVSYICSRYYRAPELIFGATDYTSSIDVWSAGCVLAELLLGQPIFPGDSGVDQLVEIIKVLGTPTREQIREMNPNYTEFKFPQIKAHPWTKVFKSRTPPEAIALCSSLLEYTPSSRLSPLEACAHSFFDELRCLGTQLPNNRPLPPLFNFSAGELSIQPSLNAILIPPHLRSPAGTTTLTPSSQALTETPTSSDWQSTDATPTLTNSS
GSK3beta inhib: blocks human GSK3beta kinase activity | activity score (negative = inhibition), % at 10 µM | GST-GSK3beta kinase, ADP-Glo luminescence, 60 min; active compounds read low | P49841 | actives 0.038% (n = 300,000);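 active means more than half of replicate wells score below -50%, meaning over 50% inhibition versus plate controls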;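 further: 0% = median DMSO wells and -100% = median GW8510 positive control wells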
Target sequence (P49841 whole entry, looked up): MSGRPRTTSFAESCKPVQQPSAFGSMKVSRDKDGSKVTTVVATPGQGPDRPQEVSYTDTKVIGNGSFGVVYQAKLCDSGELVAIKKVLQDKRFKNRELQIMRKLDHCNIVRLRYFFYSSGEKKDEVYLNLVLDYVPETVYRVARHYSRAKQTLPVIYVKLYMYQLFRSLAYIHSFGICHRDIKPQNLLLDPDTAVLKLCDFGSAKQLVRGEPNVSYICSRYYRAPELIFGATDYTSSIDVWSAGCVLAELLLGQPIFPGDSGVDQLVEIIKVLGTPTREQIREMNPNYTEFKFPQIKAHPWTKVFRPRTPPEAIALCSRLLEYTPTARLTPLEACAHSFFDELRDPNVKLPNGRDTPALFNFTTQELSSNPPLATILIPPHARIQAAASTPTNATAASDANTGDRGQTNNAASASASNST
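Assay system: GST-tagged human GSK3beta kinase, cell-free; Input: 1.6 ng GSK3beta; Medium: Tris/MgCl2 kinase buffer; Timing: 60 min enzyme reaction, room temperature; Signal: ADP-Glo luminescence quantifying ADP generated by kinase; Evaluation: score relative to plate controls; Benchmarks: DMSO neutral wells and GW8510 at 20 µM as positive.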
IEC-6 cytotox: IEC-6 cytotoxicity, counter-screen for KLF5 inhibitors; luminescence viability; inhibition, % at 5 µM; actives 0.78% (n = 290,000); AID 1825; in the data active means inhibition above about 22%;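 further: 0% = plate median of test compound wells and 100% = cytotoxic reference compound wells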
aSyn UTR inh: 5' untranslated region of α-synuclein, MLPCN primary screen. inhibition, % (tested at 7.5 µM). alpha-synuclein 5'UTR reporter, inhibitor activity. actives 0.82% (n = 300,000); in the data active means inhibition above about 60%;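 further: H4 neuroglioblastoma cells stably carrying SNCA 5'UTR luciferase fusion; 0% = DMSO wells and 100% = positive control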
The depositor's hits bear a star; i = inactive; · = no result given. The list is partial; rates above refer to the full screens.

SMILES | HSF1 activator | HSP90 inh | PolyA inhibitor | HSF1 inhib | AI-2 QS mod | KLF5 inhibitor | GSK3 alpha inh | GSK3beta inhib | IEC-6 cytotox | aSyn UTR inh
CC1CC(C)CN(S(=O)(=O)c2ccc(C(=O)Nc3sccc3C(N)=O)cc2)C1 (stereo unspecified) | 11 | -1 | i | 3 | 27 | -14 | 0 | 3 | 3 | 18
COC(=O)CNS(=O)(=O)c1ccc(Cc2ccc(S(=O)(=O)NCC(=O)OC)cc2)cc1 | 4 | 0 | i | -6 | 29 | 4 | -3 | -1 | -4 | 14
Cc1ccc(C)c2sc(NC(=O)c3ccc(N4CCCCC4)c([N+](=O)[O-])c3)nc12 | -7 | -5 | i | -8 | 12 | -3 | -3 | 2 | -2 | 3
COc1ccc(CNC(=S)Nc2ccc(S(N)(=O)=O)cc2)cc1 | 15 | 5 | i | 4 | 19 | -17 | -1 | 3 | 2 | -14
COC(=O)Nc1ccc(NC(C)=O)cc1 | -3 | 0 | i | 4 | 17 | -3 | 0 | 2 | 1 | 18
Cc1ccc(NC(=O)c2ccc(CNc3c(N4CCOCC4)c(=O)c3=O)cc2)cc1 | 10 | 3 | i | 2 | 31 | -14 | 1 | -1 | 4 | 24
Cc1ccc(Nc2ccc(C(=O)O)cc2N)cc1 | 47 | 20* | i | 44 | 6 | -63 | 0 | 7 | 0 | -107
COc1ccc(N(CC(=O)N2CCc3ccccc32)S(=O)(=O)c2c(C)n[nH]c2C)cc1 | 47 | 6 | i | 19 | 28 | 2 | -1 | -2 | 2 | 33
Cc1onc(-c2ccccc2)c1C(=O)N1CCN(S(=O)(=O)c2ccc(Cl)cc2)CC1 | -4 | -3 | i | 0 | 13 | -6 | -2 | -3 | 4 | 22
Cn1nc(-c2ccccc2)c(N2CCCCC2)cc1=O | 12 | -2 | i | 7 | 16 | 0 | 1 | 0 | 2 | 32
CCOC(=O)c1c(S(=O)(=O)NCC(=O)NCc2cccc(C)c2)c(C)n(C)c1C | 5 | -2 | i | 2 | 24 | 6 | -2 | 5 | -3 | 10
CCCCCC(=O)Nc1cccc(C2=NOC3(C2)C[C@@H](C(N)=O)N(C(=O)c2cc([N+](=O)[O-])cc([N+](=O)[O-])c2C)C3)c1 (stereo partly specified) | -10 | · | i | -3 | 2 | · | -2 | -1 | · | 18
COc1ccc(CCNC(=O)c2ccc(Cl)cc2)cc1 | -1 | 4 | · | 6 | 0 | -37 | -2 | -3 | 1 | -35
COc1ccccc1-c1c(C(F)(F)F)oc2cc(OCC(=O)Nc3ccccc3C(F)(F)F)ccc2c1=O | 7 | 1 | i | 9 | 15 | -11 | 0 | 0 | 1 | 20
O=C(COc1ccccc1)NC1CCCCC1 | -1 | -3 | i | 5 | -4 | -21 | 0 | 0 | -1 | -40
COc1ccc(OCC(=O)Nc2cccc(C(=O)Nc3ccccc3C(=O)O)c2)cc1 | 6 | -7 | i | -9 | 3 | -7 | -3 | 2 | -9 | -3
O=C(Nc1ccccc1)c1ccc(OC(=O)c2ccccc2)cc1 | -3 | -2 | i | -2 | 15 | -36 | -2 | 1 | -3 | -63
O=CNCCCc1nc2ccccc2n1Cc1cccc2ccccc12 | · | 7 | i | · | 17 | -22 | 0 | -4 | 0 | ·
CC(NC1CCCC1)c1ccccc1 (stereo unspecified) | -6 | -1 | i | 0 | 16 | -1 | -8 | 4 | -7 | 3
CCOC(=O)N1CCN(C(=S)NC(=O)c2ccnn2C)CC1 | 1 | 3 | i | -2 | 23 | -36 | -3 | 1 | 0 | 4
Cc1nc2ccccn2c1C(=O)NCc1ccc2c(c1)OCO2 | 18 | -1 | i | -3 | 11 | -2 | 10 | -4 | 4 | 10
CN1CCN(CC(=O)C23CC4CC(CC(C4)C2)C3)CC1 | -9 | 0 | i | -11 | 6 | 18 | -3 | -4 | 0 | 1
Cc1cc(C)nc(NS(=O)(=O)c2ccc(Br)s2)c1 | -8 | 2 | i | -5 | 49 | 19 | 2 | 2 | 8 | -4
Cc1c([N+](=O)[O-])nnn1-c1cc(Cl)cc(Cl)c1 | 1 | -7 | i | -5 | -18 | 0 | -2 | -3 | -3 | 10
O=C(NCCCN1CCCCC1)c1ccc2c(c1)NC(=O)c1ccccc1S2 | -6 | 1 | i | -11 | -5 | 1 | 6 | -4 | 3 | -5
Cc1ccc(-n2nnc3c(=O)n(CC(=O)NCc4ccco4)cnc32)cc1 | -26 | 1 | i | -13 | 10 | 6 | -3 | 1 | 0 | -6
COc1ccc(/C=N/n2cnc3c([nH]c4ccccc43)c2=O)cc1CO | -38 | 4 | i | -21 | 7 | -9 | -2 | 0 | -5 | -5
COc1cccc(CNC(=O)C(=O)NCCc2ccc(OC)c(OC)c2)c1 | -5 | -2 | i | -5 | 23 | -3 | -1 | 4 | -10 | 22
CC(OC(=O)/C=C/c1cccc(F)c1)C(=O)NC1CCCCC1C (stereo unspecified) | -4 | -5 | i | -3 | 22 | -23 | 0 | -2 | 3 | 4
COc1ccc(-n2ccnc2CN2CCN(C3CCCC3)C(CCO)C2)cc1 (stereo unspecified) | -5 | 8 | i | -5 | 20 | -25 | 4 | -2 | 14 | -15
O=C(O)c1ccccc1NS(=O)(=O)c1ccc(NNC(=S)Nc2ccc(OC(F)F)cc2)c([N+](=O)[O-])c1 | -38 | -1 | i | -38 | -1 | -20 | · | -1 | 4 | 14
COc1ccccc1CCc1nnc(N)s1 | 21 | -6 | i | -1 | 27 | -54 | 2 | 2 | -4 | 8
COc1ccc(NS(=O)(=O)c2c(C(=O)N3CCCCCC3)c(C)n(C)c2C)cc1 | 14 | 0 | i | 5 | 7 | 0 | -2 | 1 | 3 | 3
CCOC(=O)c1ccc(NC(=O)CN2CCN(Cc3ccccc3)CC2)cc1 | -10 | 1 | i | -7 | 12 | 2 | 1 | 5 | -2 | -27
O=C(c1ccoc1)N1CCC2(CC1)Oc1ccc(Cl)cc1C(=O)C21CC(c2ccccc2)=NO1 (stereo unspecified) | -10 | · | i | -7 | 18 | · | 0 | -1 | · | 16
N=C(N)c1ccc(OCCCCCOc2ccc(C(=N)N)cc2)cc1 | 3 | 1 | i | 1 | 17 | 10 | 1 | 3 | -2 | 67*
Cn1c(SCC(=O)N/N=C/c2ccc(O)c(O)c2)nc2ccccc21 | -15 | 1 | i | -10 | 4 | -18 | 10 | -6 | -6 | 10
CCOC(=O)NC(=O)COC(=O)CNC(=O)c1cccc(OC)c1 | 1 | 1 | i | 0 | 14 | -11 | -3 | 0 | 5 | 3
Clc1ccc(SCc2cn3ccsc3n2)cc1 | 111* | 0 | i | 73 | 2 | -133 | 3 | -1 | -2 | -236
O=C(NCc1ccncc1)C(=O)C1C(=O)Nc2ccccc21 (stereo unspecified) | · | -6 | i | · | 24 | -46 | 8 | -1 | -10 | -9

2 of the compounds above, with values under each structure:
Below each SMILES – HSF1 activator, HSP90 inh, PolyA inhibitor, HSF1 inhib, AI-2 QS mod, KLF5 inhibitor, GSK3 alpha inh, GSK3beta inhib, IEC-6 cytotox, aSyn UTR inh
N=C(N)c1ccc(OCCCCCOc2ccc(C(=N)N)cc2)cc1
    3, 1, i, 1, 17, 10, 1, 3, -2, 67*
Cn1c(SCC(=O)N/N=C/c2ccc(O)c(O)c2)nc2ccccc21
    -15, 1, i, -10, 4, -18, 10, -6, -6, 10

(listing goes on)
SMILES | HSF1 activator | HSP90 inh | PolyA inhibitor | HSF1 inhib | AI-2 QS mod | KLF5 inhibitor | GSK3 alpha inh | GSK3beta inhib | IEC-6 cytotox | aSyn UTR inh
CCC(C(=O)OCC(=O)Nc1c(Cl)cccc1Cl)c1ccccc1 (stereo unspecified) | -8 | 0 | i | -1 | 26 | 2 | 0 | 1 | -1 | -23
CC[C@@]12C(=O)N(c3cccc(Br)c3)C(=O)N1[C@H](c1cccc(C)c1)[C@@H]1C(=O)N(Cc3ccccc3)C(=O)[C@@H]12 | -20 | · | · | -1 | 23 | · | 0 | -1 | · | -10
CN1CCC(NC(=O)c2cccs2)CC1 | -17 | -2 | i | -6 | 7 | -31 | 0 | 2 | 0 | 20
CC1Cn2c(nnc2-c2cccc(N)c2)S1 (stereo unspecified) | -6 | -6 | · | -14 | 21 | -13 | · | 1 | -5 | -3
C/C(=N\NC(=O)CSc1nc2ccccc2s1)c1cccnc1 | 10 | 10 | i | 4 | -6 | -15 | 0 | 2 | -1 | 16
CC(C)Oc1ccc(C(CC(=O)O)NC(=O)C(Sc2ccccc2)c2ccccc2)cc1 (stereo unspecified) | -7 | 0 | i | -3 | 11 | -17 | -1 | 5 | -4 | -14
O=C(OCc1csc(-c2ccccc2)n1)c1ccc(O)cc1 | 47 | 2 | i | 37 | -67 | -97 | 0 | -6 | -4 | -39
Cc1c(C=O)n(C)n(-c2ccccc2)c1=O | -16 | 3 | i | -2 | -3 | -22 | 2 | -1 | 2 | 12
O=C1CCC(=O)N1CNc1cccnc1 | -16 | -2 | i | -4 | -14 | -31 | 4 | 0 | 0 | 9
CCSc1nnc([C@H](Cc2c[nH]c3ccccc23)NC(=O)OC(C)(C)C)o1 | 59* | 2 | i | 19 | 31 | -16 | -17 | -2 | 1 | 10
CCN1CCN(c2ccc(NC(=O)c3ccc4c(c3)[nH]c(=O)n4Cc3ccc(OC)cc3)cc2)CC1 | -1 | 2 | i | -8 | 8 | -10 | -2 | 2 | 0 | 7
COc1ccc(C(=O)Nc2ccc(S(=O)(=O)N3CCOCC3)cc2)cc1[N+](=O)[O-] | -15 | 2 | i | -11 | 12 | -51 | -4 | -1 | 2 | 2
O=C(Nc1ccc2c(c1)OCCO2)C1CCN(c2cnccn2)CC1 | 3 | 4 | i | -1 | 18 | -40 | 0 | 3 | 0 | 8
CC1CCCN(C(=O)COc2ccc(-c3ccccc3)cc2)C1 (stereo unspecified) | · | 1 | i | · | 9 | -32 | -5 | -1 | -2 | -7
CCC(C)[C@H](NS(=O)(=O)c1ccc(C)cc1)C(=O)N1CCC(C(=O)N[C@@H](Cc2ccccc2)C(=O)O)CC1 (stereo partly specified) | -4 | -1 | i | 1 | 8 | 1 | -1 | 3 | -2 | -9
N#CCN1C(=O)C2CCCN2c2ccc(S(=O)(=O)N3CCOCC3)cc21 (stereo unspecified) | 2 | -2 | i | -8 | 28 | 7 | 0 | -2 | -1 | 19
COc1ccc(-c2c(C#N)c(SCC(N)=O)nc3c2CCCC3)cc1 | -13 | 1 | i | -9 | 18 | -4 | 2 | -1 | 0 | 10
Cc1cc(NC2C3CC4CC(C3)CC2C4)n2ncnc2n1 (stereo unspecified) | -12 | -1 | i | -7 | 15 | 11 | 3 | -5 | 2 | 30
O=C(O)c1ccc(S(=O)(=O)N2CCCC2)cc1 | 6 | -1 | i | 2 | 21 | 0 | 0 | -3 | -4 | 4

High-throughput results: PubChem, several laboratories
